Screens deposited in PubChem by Sanford-Burnham Center for Chemical Genomics.
SENP1 inh: SENP1 (human) catalytic domain inhibition. actives 0.21% (n = 360,000). AID 624204. recombinant SENP1 catalytic domain, CyPet-SUMO1-YPet FRET cleavage. inhibition, % at 10 µM;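 active means inhibition at least 30% at 10 µM, raw YFP signal under a set limit, fluorescence ratio 0.5 to 1.5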;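 further: 0% = enzyme with DMSO and 100% = no enzyme wells; some results filed as inactive read as strong as hits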
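Test system: recombinant human SENP1 catalytic domain, His6-tagged / Medium: pH 8 Tris buffer with EDTA, NaCl, BME, BSA, NP40, catalase / Also added: SUMO1 FRET substrate flanked by Cypet and Ypet, 25 nM / Times: 50 min reaction at room temperature / Signal: FRET, CFP and YFP emission / Control set: no-enzyme low control and enzyme-plus-DMSO high control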
SENP8 block-1: blocks human SENP8 cleavage of Nedd8 substrate; AID 602440; inhibition, % at 20 µM; Q96LD8; actives 0.64% (n = 360,000); recombinant SENP8, Nedd8 substrate fluorescence; in the data active means inhibition mostly above about 40%, no sharp cut-off; inactive means mostly below about 27%
PfGluPho inh: PfG6PD (Plasmodium falciparum) enzyme inhibition. actives 0.78% (n = 350,000). AID 504690. inhibition, % at 20 µM. PfGluPho enzyme, NADPH resazurin-diaphorase fluorescence;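 active means inhibition reaching at least a set limit at 20 µM in the primary screen, cut at about 59% in these data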;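 further: 0% = DMSO wells with substrate and 100% = DMSO wells lacking glucose-6-phosphate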
HKDC1 inh: HKDC1 (human) hexokinase inhibition; actives 0.16% (n = 340,000); Q2TB90; inhibition, % at 20 µM; recombinant HKDC1, G6PDH/diaphorase resazurin coupled fluorescence;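 active means inhibition above about 35% when tested at 20 µM, limit read from the data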;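 further: plate controls were DMSO wells with enzyme for no effect and DMSO wells lacking enzyme for full effect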
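Assay system: recombinant HKDC1 hexokinase; detection: coupled resazurin fluorescence, excitation 525 nm, emission 613 nm; benchmarks: DMSO-plus-enzyme-mix negative control, buffer-substituted positive control; compound dosing: single 20 µM dose; schedule: 90 min at room temperature in dark; also added: glucose plus 1 mM ATP as hexokinase substrates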
NALP3 yeast inh: inhibitors of NALP3 inflammasome in yeast; Yeast reconstituted NLRP3/ASC/caspase-1, beta-gal luminescence, 24 h; inhibition, % at 10 µM; actives 0.39% (n = 330,000); AID 2825;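 active means inhibition of 50% or more; inactive means inhibition below 50%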;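 further: plate controls were induced DMSO wells for no effect and uninduced yeast grown without galactose for full effect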
SENP6 inh: blocks the human protease SENP6 | Q9GZR1 | Recombinant SENP6 catalytic domain, aminoluciferin luminescence | inhibition, % at 10 µM | actives 1.8% (n = 330,000) | AID 2599;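 active means inhibition above about 50% at the single tested dose, limit read from the data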;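 further: plate controls were DMSO wells with enzyme for no effect and DMSO wells lacking enzyme for full effect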
SENP8 block-2: inhibitors of human SENP8 protease. Q96LD8. purified SENP8, Z-RLRGG-aminoluciferin cleavage, luminescence. inhibition, % at 10 µM. actives 1.2% (n = 330,000). AID 2540; in the data active means inhibition above about 50%
SENP7 inh: blocks the human protease SENP7 | Q9BQF6 | recombinant SENP7, Z-RLRGG-aminoluciferin luminescence, 40 min | inhibition, % at 5 µM | actives 1.5% (n = 330,000);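 active means inhibition above about 50% at the single test dose, limit read from the data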;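 further: plate controls were DMSO with enzyme for no effect and no enzyme buffer wells for full effect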
Apaf-1 inh: human Apaf-1 inhibition | reconstituted apoptosome caspase-3 activity, DEVD-Rh110 fluorescence | inhibition, % at 20 µM | actives 0.71% (n = 330,000); active means inhibition of at least 40% at 20 µM;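 further: plate controls were DMSO wells for no effect and DEVD-CHO caspase inhibitor wells for full effect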
Target sequence (O14727 whole entry, looked up): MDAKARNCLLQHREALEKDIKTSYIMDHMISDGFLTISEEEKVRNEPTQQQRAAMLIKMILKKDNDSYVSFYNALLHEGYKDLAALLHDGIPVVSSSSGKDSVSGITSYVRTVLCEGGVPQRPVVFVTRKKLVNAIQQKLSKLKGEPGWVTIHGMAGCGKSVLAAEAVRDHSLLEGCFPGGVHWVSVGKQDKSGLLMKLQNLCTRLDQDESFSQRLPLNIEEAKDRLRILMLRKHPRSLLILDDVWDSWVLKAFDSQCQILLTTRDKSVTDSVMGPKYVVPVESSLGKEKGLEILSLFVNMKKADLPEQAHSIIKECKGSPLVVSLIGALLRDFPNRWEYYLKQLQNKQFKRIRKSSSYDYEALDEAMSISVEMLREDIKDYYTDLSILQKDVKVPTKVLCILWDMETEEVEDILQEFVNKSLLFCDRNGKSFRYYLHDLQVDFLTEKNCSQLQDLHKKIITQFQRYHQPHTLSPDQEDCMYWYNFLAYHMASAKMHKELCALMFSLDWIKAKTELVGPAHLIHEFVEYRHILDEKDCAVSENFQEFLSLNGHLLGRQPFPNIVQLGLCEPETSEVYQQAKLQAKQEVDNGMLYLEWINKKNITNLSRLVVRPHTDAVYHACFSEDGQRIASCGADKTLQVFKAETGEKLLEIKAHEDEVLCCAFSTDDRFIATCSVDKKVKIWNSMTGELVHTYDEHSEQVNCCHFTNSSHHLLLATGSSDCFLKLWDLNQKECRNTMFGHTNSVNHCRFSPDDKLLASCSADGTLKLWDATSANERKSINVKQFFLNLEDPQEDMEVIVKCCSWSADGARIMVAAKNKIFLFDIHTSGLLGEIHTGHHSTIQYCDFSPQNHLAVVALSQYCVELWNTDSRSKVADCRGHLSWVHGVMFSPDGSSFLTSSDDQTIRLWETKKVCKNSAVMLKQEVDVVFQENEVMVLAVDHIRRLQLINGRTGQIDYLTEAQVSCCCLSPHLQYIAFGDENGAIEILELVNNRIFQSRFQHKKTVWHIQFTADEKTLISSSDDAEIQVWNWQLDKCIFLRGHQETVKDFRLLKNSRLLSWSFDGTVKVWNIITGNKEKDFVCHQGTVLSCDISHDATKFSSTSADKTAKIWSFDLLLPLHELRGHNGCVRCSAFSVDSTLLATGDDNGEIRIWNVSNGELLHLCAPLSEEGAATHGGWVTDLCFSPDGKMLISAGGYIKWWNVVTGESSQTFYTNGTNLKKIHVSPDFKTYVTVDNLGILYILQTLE
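Material: reconstituted apoptosome with Apaf-1, cytochrome c, caspase-9, procaspase-3, dATP; medium: pH 7.5 Hepes buffer with CHAPS, BSA, DTT; also added: cytochrome c and DEVD-Rh110 substrate; timing: 30 min plus 50 min, RT; signal: Rh110 fluorescence intensity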
Active calls of the source: *; / = not tested or not shown.

nr	molecule	SENP1 inh	SENP8 block-1	PfGluPho inh	HKDC1 inh	NALP3 yeast inh	SENP6 inh	SENP8 block-2	SENP7 inh	Apaf-1 inh
1	CCc1cc2c(=O)n(CCCOC)c(SCC(=O)Nc3oc(C)c4c(C)n[nH]c(=O)c34)nc2s1	-1	-25	-5	-1	14	-7	2	-6	10
2	O=C(NNC(=O)c1ccco1)c1ccccc1	1	10	5	-11	17	-15	-7	-5	9
3	CCOC(=O)C(=CNNc1c(C)csc1C(=O)OC)C(=O)OCC	0	11	9	-3	9	-18	-10	-7	9
4	O=C(NNC(=O)c1sccc1-n1cccc1)Nc1ccccc1	3	4	-11	-6	15	-6	2	2	-7
5	COc1cccc(OC)c1CN(C)C(=O)c1cnccc1C(F)(F)F	0	-1	-5	-5	20	-1	5	8	-3
6	O=C(CSc1nnc(-c2ccc(Br)cc2)o1)N1CCN(C(=O)c2ccco2)CC1	3	10	-5	-8	-7	-15	-7	-1	-16
7	COC(=O)c1ccc(S(=O)(=O)N2CCc3ccccc32)cc1	0	2	-3	-2	30	0	2	3	7
8	CCN1CCC(=NNC(=O)c2ccc(C)c([N+](=O)[O-])c2)CC1	0	24	13	-3	5	-14	10	3	0
9	Cn1c(=O)c2c(nc(OCC3COC(C)(C)O3)n2Cc2ccccc2F)n(C)c1=O (stereo unspecified)	0	12	-12	-4	11	18	6	7	8
10	Cc1ccc(C(=O)Nc2ncc([N+](=O)[O-])s2)cc1	-56	20	99*	10	/	/	/	/	/
11	CC(NC(=O)c1ccccc1Cl)C1COc2ccccc2O1 (stereo unspecified)	0	8	6	-5	19	-17	-5	-1	0
12	Cc1ccc(Cl)cc1N1CCN(C(=O)c2ccc3nc[nH]c3c2)CC1	0	12	-6	16	13	-5	-3	-3	11
13	O=C(Nc1ccccc1Br)C(=O)N1CCCC1	-1	18	-7	5	2	-4	-1	1	4
14	O=C(COc1ccc(Cl)cc1Cl)N(c1ccccn1)C1CCCCC1	0	10	7	-9	-10	-6	4	2	12
15	CCN(C(=O)c1cccc(S(=O)(=O)N(C)C)c1)C12CC3CC(CC(C3)C1)C2	3	22	-4	11	1	9	8	2	17
16	COc1cc(C(=O)OCC(=O)c2cc(C)n(CC3CCCO3)c2C)ccc1OCC(=O)N1CCOCC1 (stereo unspecified)	0	18	-2	1	0	-21	3	2	-14
17	O=C(CN1CCN(C/C=C/c2ccccc2)CC1)NC(=O)NC1CCCCC1	1	8	-1	-3	24	-13	3	-10	17
18	O=C(OCc1ccccc1)N1C=CC2CC1c1c(Cl)cccc12 (stereo unspecified)	-2	8	-13	-4	/	/	/	/	/
19	CN1CCC/C1=C/C=C1\SC(=S)NC1=O	4	82*	11	-1	/	/	/	/	/
20	Cn1nnnc1SCC(=O)NCc1cccs1	2	14	-5	-2	11	-10	0	-2	-3
21	O=C(Cn1ncc(Cl)c(Cl)c1=O)NC1CCS(=O)(=O)C1 (stereo unspecified)	0	3	18	12	1	4	-7	-1	-3
22	CCN(CC)CCOc1nc(C)nc2c1oc1ccccc12	1	1	-5	-7	5	14	0	0	-3
23	COc1ccc(OC)c(NC(=O)C2CCCCC2)c1	0	12	-7	11	-10	1	-8	2	-11
24	CCc1ccccc1NC(=O)CN(C)C(=O)COc1ccc(C)nc1[N+](=O)[O-]	1	6	-20	-4	5	5	-4	5	-2
25	O=C(Nc1ccc(S(=O)(=O)NCc2cccnc2)cc1)c1ccccc1Cl	0	11	15	-9	21	-4	-1	-2	-2
26	CC(C)C[C@H](NC(=O)OC(C)(C)C)c1nnc(SCC(=O)Nc2ccc(Br)cc2)o1	2	6	11	-4	-6	-5	-2	-2	21
27	COc1cccc(C(=O)N2CCC(CCC(=O)Nc3cccc(C)c3)CC2)c1	0	6	-22	8	23	-7	6	-1	8
28	Cc1ccccc1OCCCC(=O)Nc1nncs1	1	5	-13	5	14	-10	1	2	-8
29	COc1cccc(CNC(=O)C2CCN(S(=O)(=O)N3CCC4(CC3)OCCO4)CC2)c1	-1	22	-5	-5	-17	-2	-9	-3	3
30	CC(=O)OC(COc1cccc(C)c1)Cn1cnc2ccccc21 (stereo unspecified)	3	11	13	-4	0	-9	-6	3	-15
31	COc1ccccc1NC(=O)c1cc(Br)ccc1Cl	-1	13	5	-8	-7	6	1	-1	6
32	CC(C)N(C(=O)CSc1nnc(NC2CC2)s1)c1ccccc1	1	15	2	-4	5	4	9	6	-10
33	CCCCN(C(=O)Cn1nnc2ccccc21)C(C(=O)NCCOC)c1ccc(OC)cc1OC (stereo unspecified)	3	20	7	-8	-1	-3	4	-11	-3
34	CCC(=O)N1c2ccc(S(=O)(=O)N(CCO)Cc3ccccc3)cc2CC1C (stereo unspecified)	4	17	-6	-6	6	-22	-5	1	9
35	Cc1ccc2nsnc2c1S(=O)(=O)NCc1cccnc1	0	21	-7	-3	-7	-10	-1	4	-4
36	CCOC(=O)N1CCC(N(CCN(C)C)C(=S)Nc2ccc(Oc3ccccc3)cc2)CC1	3	18	12	-2	-1	-45	-12	1	12
37	COc1cccc(CN2CCN(C3CCN(c4ccccc4F)CC3)CC2CCO)c1 (stereo unspecified)	2	22	-13	-2	18	-14	-3	-4	-7
38	Fc1ccccc1OCCCCSc1ncccn1	1	15	-8	-3	34	-9	-13	-12	-1
39	COc1cc([N+](=O)[O-])ccc1NC(=O)CN(C)C	2	12	5	-3	5	-5	-8	-6	-13
40	COc1ccc(N/C=C/C(=O)c2ccc3c(c2)OCO3)cc1OC	-12	-4	11	-3	15	35	12	-19	7
41	Cc1ccc(C(=O)N[C@H](C(=O)OCc2nnc(-c3ccccc3)o2)C(C)C)cc1	-1	-4	0	-1	-2	6	2	5	-16
42	O=C(NCc1ccccn1)c1cc(-c2ccccc2)nc2ccccc12	1	16	2	-3	13	15	-7	-10	14
43	CC1CCN(C(=O)C2CC(c3ccc(F)cc3)=NO2)CC1 (stereo unspecified)	1	7	-6	-6	2	-10	-3	-5	-5
44	Cc1ccc(/C=N/NC(=O)c2ccc3c(c2)OCCO3)s1	1	14	0	-3	35	1	11	10	-8
45	NS(=O)(=O)c1ccc(CCNC(=O)C(=O)C2C(=O)Nc3ccccc32)cc1 (stereo unspecified)	2	22	-10	1	9	5	1	6	-3
46	CCC(C)Sc1ccc(-c2nc3ccc(Cl)cn3c2NCc2ccccc2)cc1 (stereo unspecified)	-25	-468	15	4	11	35	25	-6	29
47	O=C(O)c1cc(NS(=O)(=O)c2ccc(N3CCCCC3)c([N+](=O)[O-])c2)cc(C(=O)O)c1	2	14	-42	-7	-3	-6	-10	-5	8
48	CC(C)C[C@@H](CN)NC(=O)c1nc[nH]c1C(=O)N[C@@H](Cc1ccccc1)C(=O)CNC[C@H](C)NC(=O)c1nc[nH]c1C(=O)N[C@@H](CC(C)C)C(=O)O	0	5	6	3	/	/	/	/	/
49	Cc1cc(NC(=O)CSCC(=O)Nc2nc3ccc(F)cc3s2)no1	-8	-16	-4	-5	11	0	-1	-6	-5
50	CCn1nc(C)c(NC(=O)CC23CC4CC(CC(C4)C2)C3)c1C	0	11	1	-9	12	-17	-6	4	-10
51	NC1=NC(=O)/C(=C/c2ccc(OCC(=O)O)cc2)S1	-4	-5	-2	1	12	1	-5	4	2
52	Cc1csc(NC(=O)CS(=O)(=O)Cc2ccccc2)n1	-2	5	-6	-3	-7	-2	-8	-12	-9
53	CCn1cnc2cc(NCc3cccs3)ccc21	3	-61	19	-2	-3	-12	0	-2	-1
54	Cc1nn(C)cc1C(C)NC(=O)c1cc(COc2c(F)cccc2F)on1 (stereo unspecified)	0	13	-26	8	21	-6	-1	-2	-11
55	O=C(NCc1ccc(-c2csnn2)cc1)c1cccs1	-2	16	-19	-4	32	-3	-3	-4	-2
56	CCOc1ccc(S(=O)(=O)N2CCC(C(=O)NCc3ccccn3)CC2)cc1	1	4	14	-1	-2	-3	1	4	-1
57	CC(NC(=O)c1ccc(N(C)C)cc1)C(c1cccs1)N1CCN(C)CC1 (stereo unspecified)	3	7	13	-11	-2	-17	-2	5	-21
58	Cc1ccc(S(=O)(=O)N2CCOCC2)cc1C(=O)OCC(=O)NCc1ccc2c(c1)OCO2	0	9	10	0	16	-4	-6	7	-8
59	O=S(=O)(c1ccccc1Oc1ccc(Cl)cc1Cl)N1CCCCC1	0	18	7	1	-48	0	-5	4	18
60	COc1ccc(-n2nc3c(c2NC(=O)c2ccc(Br)o2)CS(=O)(=O)C3)cc1	-2	-5	-16	3	7	-11	-2	-10	19

The list continues:
nr	molecule	SENP1 inh	SENP8 block-1	PfGluPho inh	HKDC1 inh	NALP3 yeast inh	SENP6 inh	SENP8 block-2	SENP7 inh	Apaf-1 inh
61	CC(C)OC(=O)c1nnn(-c2nonc2N)c1CN1CCc2ccccc2C1	-45	29	9	-1	/	/	/	/	/
62	O=C1C(Nc2ccccc2)=C/C(=N/S(=O)(=O)c2cccs2)c2ccccc21	2	83*	110*	68*	/	/	/	/	/
63	O=C(COc1ccc(Cl)cc1Cl)NC(=O)NC1CCCC1	0	3	-18	2	12	-15	-9	7	23
64	CCN(CCC(=O)Nc1cc([N+](=O)[O-])ccc1OC)Cc1ccccc1	3	25	5	-3	12	5	-6	-7	17
65	O=C(CS(=O)(=O)c1ccc(Br)cc1)N1CCOCC1	2	13	-10	-6	12	-9	-1	6	5
